High-throughput results from PubChem.
TCR act = Activators of T cell receptors: qHTS campaign; primary human leukocytes, anti-CD3, IL-2 HTRF, 48 h; Potency, µM (series often up to 9.22 µM), for inactives: at the highest dose activation of IL-2 secretion, hits mostly activators; 330,000 tested, under 10 active; AID 504894, 2011; also: % of control where 0% means no effect
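Activity was scored as IL-2 release from primary human leukocytes given only a TCR signal (a-CD3 beads) plus compound for 48 hr. Detection used a two-antibody HTRF format read at 665nm.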
Integrin act MD = qHTS for Activators of Integrin-Mediated Alleviation for Muscular Dystrophy | Potency, µM (titrated, usually from 38.3 µM), inactives show at the highest dose activation, usual class: activators | 0.064% of 350,000 active | alpha7betagal myoblasts, beta-gal FDG fluorescence, 48 h;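 also: potency is read from the fitted curve at half-maximal effect; 100% = response of the positive control SU9516; nearly all actives have a fitted effect of over 60% in size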
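Alpha7betagal+/- myoblasts (passage 13) were plated 16-24 hr, then exposed to compounds (1:260 dilution of DMSO stock) for 48 hours at 37C. After MPER lysis, β-galactosidase reporter activity was read as FDG fluorescence (ex 480/em 540) after 30 minutes.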
PTAP TSG101 blk = qHTS Assay for Iinhibitors of HIV-1 Budding by Blocking the Interaction of PTAP/TSG101 | Tumor susceptibility gene 101 protein (Homo sapiens), Q99816 | Fluorescence polarization, FITC-PTAP peptide / Tsg101 binding | Potency, µM (doses to about 115 µM), for inactives: at the highest dose activity change, negative = inhibition, most hits filed as inhibitors | 340,000 tested, under 10 active; active = well fitted inhibition curve with a large enough effect in the main read-out, with a control signal flat, not every such curve was filed as active; inconclusive = small, poorly fitted or top-dose-only effect, or effect the other way, or a change in a side signal; inactive = no such curve, though single readings can be large or run the other way; also: potency is read from the fitted curve at half-maximal effect; % of control where 0% means no effect
Target sequence (Q99816 whole entry, looked up): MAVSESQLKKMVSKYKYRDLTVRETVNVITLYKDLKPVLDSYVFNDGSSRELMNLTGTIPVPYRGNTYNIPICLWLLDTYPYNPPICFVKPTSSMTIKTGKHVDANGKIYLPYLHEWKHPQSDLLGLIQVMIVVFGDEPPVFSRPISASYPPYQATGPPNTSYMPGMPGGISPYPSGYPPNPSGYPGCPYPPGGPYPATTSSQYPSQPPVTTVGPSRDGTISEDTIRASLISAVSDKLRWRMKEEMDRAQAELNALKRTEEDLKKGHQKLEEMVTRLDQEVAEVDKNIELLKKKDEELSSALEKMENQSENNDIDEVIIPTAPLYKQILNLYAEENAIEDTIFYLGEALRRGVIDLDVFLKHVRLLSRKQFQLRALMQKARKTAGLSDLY
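Fluorescence polarization binding of Tsg101 binding domain (10 uM final) to FITC-labeled PTAP peptide (50 nM final) in HEPES pH 7.5 buffer with NaCl, Tween 20, EDTA, TCEP. Compounds added before peptide; binding 20 min at RT.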
ASM inhibitor = Inhibitors of Secretory Acid Sphingomyelinase (S-ASM): qHTS; Sphingomyelin phosphodiesterase (Homo sapiens), P17405; placental ASM, HMU-PC fluorogenic substrate, 60 min; Potency, µM (highest dose often 57.5 µM), inactives show top-dose activity change, negative = inhibition, usual class: inhibitors; 0.006% of 340,000 active; also: potency is read from the fitted curve at half-maximal effect
Target sequence (P17405 47-631 limits assumed): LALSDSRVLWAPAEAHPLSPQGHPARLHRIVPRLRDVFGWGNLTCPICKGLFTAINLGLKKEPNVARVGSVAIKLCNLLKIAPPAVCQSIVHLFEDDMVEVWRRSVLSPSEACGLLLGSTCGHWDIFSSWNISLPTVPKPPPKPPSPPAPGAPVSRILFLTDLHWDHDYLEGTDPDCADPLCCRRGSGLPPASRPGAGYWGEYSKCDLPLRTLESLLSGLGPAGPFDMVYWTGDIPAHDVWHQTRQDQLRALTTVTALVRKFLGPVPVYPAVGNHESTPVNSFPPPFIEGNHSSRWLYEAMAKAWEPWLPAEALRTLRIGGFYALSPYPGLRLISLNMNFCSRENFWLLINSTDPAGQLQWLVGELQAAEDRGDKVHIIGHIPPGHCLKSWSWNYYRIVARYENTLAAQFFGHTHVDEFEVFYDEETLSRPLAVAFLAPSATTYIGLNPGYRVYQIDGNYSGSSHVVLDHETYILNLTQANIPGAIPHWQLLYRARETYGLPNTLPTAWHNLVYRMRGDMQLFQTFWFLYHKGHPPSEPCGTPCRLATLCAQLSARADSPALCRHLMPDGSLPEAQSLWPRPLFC
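Fluorogenic HMU-PC substrate (9 uM final) is turned over by placental ASM in 60 min at 37 C after a 10 min compound preincubation. Reaction ended by alkaline stop (pH 10), with fluorescence read at 386/447 nm.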
Numbers without * were called inactive; ? = inconclusive; . = not tested or not shown; [ ] = another dose, or the depositor's remark. Unless noted, calls follow the shape of the dose curve; as a rule, active = well fitted curve in the direction sought with a large enough effect; inconclusive = small, poorly fitted or top-dose-only effect, or another doubt; inactive = no such curve, though single readings can be large; an effect the other way counts as inactive or inconclusive. A portion of the library; the hit share may differ from the screen's.

TCR act | Integrin act MD | PTAP TSG101 blk | ASM inhibitor | SMILES
9% | 7% | -4% | 2% | c1ccc(-n2nnnc2-c2cccc3ccccc23)cc1
3% | -6% | 2% | 0% | COc1ccc(C(=O)Nc2ccc3[nH]ccc3c2)cc1
5% | 0% | -5% | 4% | O=C(CNC(=O)c1ccc(Cl)cc1)c1ccccc1
-7% | -50%[inhibitor] | -5% | 0% | C=CCOc1ccc(/C(O)=C2/C(=O)C(=O)N(CCCN3CCOCC3)C2c2ccccc2)cc1 (centres undefined)
-2% | 36% | -6% | 4% | O=C(Nc1ccccc1F)C1CCCC1
-2% | -16% | -5% | 4% | CC(C)(C)S(=O)(=O)N1Cc2ccc(CO)cc2[C@@H]1CCO
7% | 0% | -1% | 4% | O=S(=O)(c1ccc(Br)cc1F)N1CCC(O)CC1
-3% | 1% | -2% | -8% | CC(C)C[C@@H](CO)NS(=O)(=O)c1c(F)cccc1F
1% | 10% | 3% | -1% | O=[N+]([O-])c1ccc(NN=Cc2ccc3c(c2)OCO3)nc1
1% | -2% | -6% | 7% | Cc1ccc(S(=O)(=O)N2CCOCC2)cc1NC(=O)Cn1c(=O)ccn(Cc2ccccc2)c1=O
-1% | -58%[inhibitor] | -10% | -5% | OC(CCCN1CCCCC1)(c1ccccc1)c1ccc(C(F)(F)F)cc1 (centres undefined)
12% | -21% | -2% | 2% | CC(Oc1ccccc1F)C(=O)NNC(=O)Cc1ccc(S(=O)(=O)N2CCOCC2)s1 (centres undefined)

(cont.)
TCR act | Integrin act MD | PTAP TSG101 blk | ASM inhibitor | SMILES
0% | -11% | 1% | 5% | O=C(c1ccccc1)C(O)(CN1CCCCC1)c1ccccc1 (centres undefined)
0% | 41% | 3% | -2% | Cc1ccc(NC(=O)C2CCN(S(=O)(=O)c3ccc(C(C)(C)C)cc3)CC2)cc1S(=O)(=O)N1CCOCC1
0% | -12% | -2% | -4% | Cc1ccc(NC(=S)NCc2ccccc2)cc1C
2% | 22% | -3% | 5% | CC(=O)N(c1ccccc1C)c1ccccc1C
5% | -18% | 0% | 3% | NC(=S)NN=C1Cc2cccc3cccc1c23
-1% | -43% | 0% | 1% | CN(C(=O)c1cccc(NC(=O)Cc2cccc(NC(=O)C3CCN(S(=O)(=O)c4cccc([N+](=O)[O-])c4)CC3)c2)c1)C1CC1
13% | 5% | 0% | -2% | O=C(Nc1ccc(C(=O)N2CCOCC2)cc1)Nc1cccc(C(F)(F)F)c1
-2% | 11% | -10% | -2% | COc1ccc(C(=O)NCC(C)NC(=O)c2ccc(OC)c(Br)c2)cc1Br (centres undefined)
-2% | 9% | -26% | -5% | O=[N+]([O-])c1cc(Br)ccc1NS(=O)(=O)c1ccccc1
0% | 3% | -1% | 1% | CNc1nc(NC)nc(NNC(=O)c2ccccc2)n1
-3% | 19% | -6% | -4% | O=C1NC(=S)S/C1=C\c1cccc([N+](=O)[O-])c1
2% | 15% | 1% | 1% | CN(Cc1ccccc1F)C(=O)c1ccc(NC(=O)CC2SC(N3CCCCC3)=NC2=O)cc1 (centres undefined)

Additional results follow.
TCR act | Integrin act MD | PTAP TSG101 blk | ASM inhibitor | SMILES
0% | 26% | -1% | -11% | CC(Oc1ccccc1)C(=O)N1CCC2(CC1)Oc1ccc(F)cc1C(=O)C21CC(c2ccccc2)=NO1 (centres undefined)
1% | -7% | -1% | -11% | O=C1CC(c2ccccc2)(c2ccccc2)c2ccccc21
-2% | -57%[inhibitor] | ? | 0% | Nc1nc(Sc2ccc([N+](=O)[O-])c3nonc23)c2[nH]cnc2n1
0% | 2% | 1% | 1% | O=S(=O)(NC(CO)Cc1ccccc1)c1ccc(Br)cc1F (centres undefined)
-3% | 13% | 0% | -5% | CCOC(=O)C1CCCC12Nc1cccc3cccc(c13)N2 (centres undefined)
-3% | 18% | 3% | 0% | O=C(NCCN1CCOCC1)c1cccc(Br)c1
0% | -2% | -2% | 1% | CCCCC(=O)NCCc1cc2c(C)ccc(C)c2[nH]c1=O
-3% | 18% | 0% | -3% | Cc1ccc(C(=O)Nc2ncccc2C)o1
3% | 16% | -1% | -4% | C/C(=C\[C@@H](NP(=O)(c1ccccc1)c1ccccc1)c1ccccc1)CO[Si](c1ccccc1)(c1ccccc1)C(C)(C)C
5% | -8% | -4% | -16% | COc1ccc(C=NN=C2c3ccccc3-c3ccccc32)cc1O
-4% | -11% | 0% | 0% | COCCn1c(C)cc(C(=O)CSc2nc(C)nc3sc4c(c23)CCC4)c1C
0% | 9% | 0% | 3% | CCOc1ccc(S(=O)(=O)N(CC(=O)NC2CCCC2)c2ccc(F)cc2)cc1

Complete entries as entered above. Order of values: TCR act	Integrin act MD	PTAP TSG101 blk	ASM inhibitor
`O=C1NC(=S)S/C1=C\c1cccc([N+](=O)[O-])c1` is entered as -3%	19%	-6%	-4%
`O=[N+]([O-])c1ccc(NN=Cc2ccc3c(c2)OCO3)nc1` is entered as 1%	10%	3%	-1%
`CC(=O)N(c1ccccc1C)c1ccccc1C` is entered as 2%	22%	-3%	5%
`CC(Oc1ccccc1F)C(=O)NNC(=O)Cc1ccc(S(=O)(=O)N2CCOCC2)s1` (centres undefined) is entered as 12%	-21%	-2%	2%
`CCOC(=O)C1CCCC12Nc1cccc3cccc(c13)N2` (centres undefined) is entered as -3%	13%	0%	-5%

Remaining list, next part
TCR act | Integrin act MD | PTAP TSG101 blk | ASM inhibitor | SMILES
-2% | 25% | -6% | 13% | CCC(=O)OC1(C)C(=O)C=C2C=C(C3CC3)OC=C2C1=O (centres undefined)
-3% | 5% | -4% | 2% | CCOc1cc(C(=O)N/N=C/c2cn(-c3ccccc3)nc2-c2cc3ccccc3o2)cc(OCC)c1OCC
-2% | 13% | -5% | -1% | CCN(CC)c1cc(CS(=O)c2ccccc2)nc(-c2ccccc2)n1 (centres undefined)
8% | -1% | 0% | 0% | COCn1cnc(-c2ccccc2)c1-c1ccccc1
0% | 9% | -7% | -7% | C=CCCC1CN(Cc2ccco2)S(=O)(=O)c2c(F)cccc2O1 (centres undefined)
-3% | -50%[inhibitor] | ? | 263%[activator] | Cc1ccc(N2C3=C(C(=O)CC(C)(C)C3)C(c3cn(C)nc3C)C3=C2CC(C)(C)CC3=O)cc1
0% | 8% | -2% | -1% | Cc1cc(C(F)(F)F)nn1CC(=O)N(C)C1CCCCC1
11% | 0% | -5% | 0% | CC(C)C[C@H]1CNC(=S)N1CC1CCN(CCC23CC4CC(CC(C4)C2)C3)CC1
3% | 8% | -8% | 3% | Cc1nn(C)c(C)c1NC(=O)CSc1nc(-c2ccccc2F)nc2c1cnn2-c1ccccc1
-2% | 9% | -5% | -6% | CC1(c2nnc(-c3cccc(Cl)c3)o2)CC(c2c(Cl)cccc2Cl)=NO1 (centres undefined)
-1% | 12% | -3% | 1% | Cc1ccc(S(=O)(=O)N2CCN(C(=O)COC(=O)COc3ccc(Br)cc3)CC2)c(C)c1
-2% | -13% | 0% | 4% | CCCNC(=O)C1(CC2CC(c3ccccc3)=NO2)CCN(C(=O)Cc2ccc(F)cc2)CC1 (centres undefined)

Quoted from the listing, six compounds:
TCR act | Integrin act MD | PTAP TSG101 blk | ASM inhibitor | SMILES
0% | 8% | -2% | -1% | Cc1cc(C(F)(F)F)nn1CC(=O)N(C)C1CCCCC1
11% | 0% | -5% | 0% | CC(C)C[C@H]1CNC(=S)N1CC1CCN(CCC23CC4CC(CC(C4)C2)C3)CC1
3% | 8% | -8% | 3% | Cc1nn(C)c(C)c1NC(=O)CSc1nc(-c2ccccc2F)nc2c1cnn2-c1ccccc1
-2% | 9% | -5% | -6% | CC1(c2nnc(-c3cccc(Cl)c3)o2)CC(c2c(Cl)cccc2Cl)=NO1 (centres undefined)
-1% | 12% | -3% | 1% | Cc1ccc(S(=O)(=O)N2CCN(C(=O)COC(=O)COc3ccc(Br)cc3)CC2)c(C)c1
-2% | -13% | 0% | 4% | CCCNC(=O)C1(CC2CC(c3ccccc3)=NO2)CCN(C(=O)Cc2ccc(F)cc2)CC1 (centres undefined)

Following part
TCR act | Integrin act MD | PTAP TSG101 blk | ASM inhibitor | SMILES
-1% | -1% | -2% | 2% | Cc1nn(C(=O)N2CCOCC2)c(C)c1CN1C(=O)c2ccccc2C1=O
8% | -21% | -1% | -2% | CC(NC(=O)c1cccc(S(=O)(=O)N2CCN(Cc3ccccc3)CC2)c1)c1ccccc1Cl (centres undefined)
10% | -23% | 0% | -7% | CC(C)(C)[C@H]1C=C(C(=O)O)O[C@@H](OCCCCO)C1
-2% | 4% | -27% | 4% | COC(=O)C[C@H]1c2cc(C(F)(F)F)ccc2S(=O)(=O)N1c1ccc(N(C)C)cc1
1% | -11% | 1% | 1% | COc1cccc(C=NNC(=O)CCCC(=O)NN=Cc2cccc(OC)c2)c1
-2% | 20% | -7% | -3% | COc1ccc(NC(=O)N(C)C[C@H]2Oc3ccc(NC(=O)Nc4ccc5c(c4)OCO5)cc3C(=O)N([C@H](C)CO)C[C@@H]2C)cc1
-1% | 32% | -1% | 2% | Cc1ccc(S(=O)(=O)CS(=O)(=O)c2ccc(C)cc2)cc1
-5% | -12% | -3% | -2% | O=C1NC(=O)C(Cc2ccc(O)cc2)N1 (centres undefined)
-2% | 13% | -4% | 0% | COc1ccc(-c2ccc3c(c2)[C@@H]2C[C@H]4[C@@H](C(=O)N2CC3)[C@H](C)ON4C)cc1
-5% | 5% | -2% | 14% | Cc1ccc(CN2CCN(CC(=O)N3CCC(C(N)=O)CC3)C2=O)cc1
-1% | 12% | 0% | 0% | CC(=O)N1CCN(C(C)=O)c2ccccc21
-4% | 19% | -4% | 5% | CC1(C)OC2OC3C(CN)OC(c4ccccc4)OC3C2O1 (centres undefined)

(further entries)
TCR act | Integrin act MD | PTAP TSG101 blk | ASM inhibitor | SMILES
4% | 2% | -2% | . | COc1ccccc1NC(=O)c1sc2nc(C)cc(C)c2c1N
-5% | -19% | -14% | -5% | CC(C)(C)OC(=O)N(Cc1ccccc1)Cc1cccc(OCc2cccc(NC(=O)C3CC3)c2)c1
-26% | -24% | -5% | -2% | O=C(N1CCCCCC1)N1CCN(S(=O)(=O)c2cccc([N+](=O)[O-])c2)CC1
-4% | -5% | 0% | -3% | COC(=O)c1ccc(CN(c2ccc(OC)cc2)S(=O)(=O)c2ccccc2)cc1
5% | -3% | -1% | -5% | COc1ccc(Nc2nc(-c3cccs3)nc3ccccc23)cc1S(=O)(=O)N1CCOCC1
-7% | -10% | -1% | -1% | CN(C(=O)c1cccc(NC(=O)Cc2ccc(NC(=O)C3CCCN(C(=O)C4CCCCC4)C3)cc2)c1)C1CC1 (centres undefined)
0% | -6% | -1% | -18% | C=C1CCN(c2ccc(C(=O)NCc3ccc(OC)cc3)cc2[N+](=O)[O-])CC1
-10% | 12% | -2% | 4% | O=C(NCCO)/C(=C/c1ccco1)NC(=O)c1ccco1
-5% | -26% | -1% | 50%[activator] | Cc1cc(=O)n2c3c(c4c(cc13)c(CN(C)C)cc(=O)n4C)OC2
-7% | 1% | -3% | -2% | COc1ccc(NC(=O)C2CC3CCC2C3)c(OC)c1 (centres undefined)
3% | 23% | 2% | -10% | O=C(O)Cc1c[nH]c2ccccc12
-1% | -13% | -11% | 2% | O=C(CN1CCOCC1)Nc1cccc([N+](=O)[O-])c1

(further entries)
TCR act | Integrin act MD | PTAP TSG101 blk | ASM inhibitor | SMILES
-14% | -4% | 0% | -5% | O=C(Nc1ccc(Br)cn1)c1cccc2ccccc12
-3% | -34% | -5% | -7% | CN(C(=O)c1ccc(NC(=O)Cc2ccc(NC(=O)C3CCCN(C(=O)CCc4ccccc4)C3)cc2)cc1)C1CCCC1 (centres undefined)
-2% | 0% | -2% | -3% | S=c1sscc1-c1ccccc1
-2% | ? | -3% | 11% | O=C(O)c1ccc([N+](=O)[O-])cc1Sc1ccsc1
